TNAP activators: stimulation of alkaline phosphatase TNAP activity – biochemical, luminescent, no phosphate acceptor, uHTS, primary screen (AID 1001); hit rate 0.03% among 200,000; activation fold at 20 µM; hits with a dose series show EC50 in µM; purified TNAP, luminescent activation assay, no phosphate acceptor; higher activation fold means a stronger effect; in the data active means activation fold from about 3, or a potency from the dose series; inactive means the rest, 99 in 100 with activation fold below about 1.6; further: many of its hits are not listed in these tables
ER stress rescue: protection against thapsigargin-triggered cell killing – 384-well, CSM14.1, ATP luminescence, primary screen (AID 1222). CSM14.1 thapsigargin-induced death rescue, ATP luminescence; higher % means a stronger effect. one-dose cellular ATP content (survival), % at 20 µM; EC50 in µM for titrated hits. 190,000 tested, under 10 active;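 active means EC50 below 50 µM in the dose-response confirmation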;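 further: death triggered by thapsigargin at about 15 µM added after 2 h compound pretreatment; cell ATP read after overnight thapsigargin exposure of roughly 18 to 22 hours; normalized against plate controls of thapsigargin alone and 5% DMSO vehicle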
Salmonella PhoP GFP: PhoP-dependent GFP reporter repression – Salmonella Typhimurium, primary screen (AID 1863). S. Typhimurium PhoP-regulated promoter GFP reporter, 4 h; higher % means a stronger effect. one-dose inhibition, % at 50 µM; IC50 in µM for titrated hits. hit rate 0.16% among 300,000;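 active means inhibition over 29.93%, a cutoff 3 SD above the screen mean, later confirmed by dose response; inconclusive means inhibition over 29.93% but no dose response follow-up; inactive means inhibition at most 29.93% or unconfirmed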;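 further: 0% = low Mg2+ inducing control and 100% = high Mg2+ repressing control; strong numbers were not always called active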
RSV CPE inhibition: inhibition of RSV-induced cytopathic effect – HEp-2 cells, primary 10 µM value included (AID 2391) | HEp-2 cells, RSV-induced CPE inhibition; higher % means a stronger effect | CPE inhibition, % at 10 µM, or IC50 in µM where a hit was titrated | hit rate 0.13% among 310,000; in the data active means a potency from the dose series; inconclusive means CPE inhibition mostly from about 23% at the one dose, without a potency; inactive means the rest, 99 in 100 with CPE inhibition below about 21%; further: strong numbers were not always called active
Large T inhibition: TAg ATPase/helicase activity blockers – biochemical (AID 1903). SV40 large T antigen ATPase/helicase inhibition assay; higher % means a stronger effect. inhibition, % at 20 µM, or IC50 in µM where a hit was titrated. hit rate 0.39% among 310,000; in the data active means a potency from the dose series; inconclusive means inhibition mostly from about 32% at the one dose, without a potency; inactive means the rest, 99 in 100 with inhibition below about 32%; further: strong numbers were not always called active
West Nile antiviral: inhibition of WNV-induced cytopathic effect – cell-based, CPE readout (AID 1621); West Nile virus-infected cells, CPE inhibition; higher % means a stronger effect; one-dose CPE inhibition, % at 10 µM; IC50 in µM for titrated hits; hit rate 0.02% among 290,000; in the data active means a potency from the dose series; inconclusive means CPE inhibition mostly from about 3.7% at the one dose, without a potency; inactive means the rest, 99 in 100 with CPE inhibition below about 2.2%; further: strong numbers were not always called active
PMI inhibition: human PMI inhibitors, high substrate, primary screen, biochemical, fluorescence intensity, high mannose 6-phosphate (AID 1220); recombinant PMI enzyme, coupled fluorescence intensity; higher % means a stronger effect; inhibition, % at 20 µM; hits with a dose series show IC50 in µM; hit rate 0.66% among 190,000
PMI inhibitors: MPI enzyme activity inhibition – biochemical, fluorescence intensity, coupled assay, primary screen (AID 1209) | purified PMI enzyme, coupled fluorescence intensity; higher % means a stronger effect | inhibition, % at 20 µM, or IC50 in µM where a hit was titrated | hit rate 0.42% among 190,000;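 further: plate controls were DMSO vehicle for no effect and wells lacking substrate for full effect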
Ins promoter up: MIN6 insulin promoter up-regulation; MIN6 insulin promoter-GFP reporter, high-content imaging; hits give high values; z-score at 5 µM; hit rate 0.3% among 190,000; AID 1625;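 active means z-score above 3 at 5 µM with at least 500 cells counted in the well; inconclusive means wells under 500 cells, flagged as cytotoxic or low count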
Ins promoter up cell count: recorded beside Ins promoter up, whose call it bears; cell count; measured here: cytotoxicity, nuclei count;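 total cells summed across four imaged fields per well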
* marks the source's active call; other numbers are inactive results. Unless noted, no stated cut-off is given here; in the data, active means inhibition above about 50%; inactive means the rest.

For CCCCn1c(N)c(N(CCC(C)C)C(=O)C2CC(=O)N(c3ccc4c(c3)OCCO4)C2)c(=O)[nH]c1=O (stereo not given) the results were Salmonella PhoP GFP 2%, RSV CPE inhibition 1.1%, Large T inhibition 26% and West Nile antiviral -0.1%.
For COC(=O)C(CC(C)C)NC(=O)c1ccc([N+](=O)[O-])c(C)c1 (stereo not given) the results were TNAP activators 1.1, ER stress rescue -3.2%, Salmonella PhoP GFP -9%, RSV CPE inhibition 1.0%, Large T inhibition 1%, West Nile antiviral 0.8%, PMI inhibition -1%, PMI inhibitors 7%, Ins promoter up 0.5 and Ins promoter up cell count 1609.
Screening CCOC(=O)c1ccc(NC(=O)CN2CCN(C(=O)c3ccco3)CC2)cc1 returned Salmonella PhoP GFP -2%, RSV CPE inhibition 1.6%, Large T inhibition 28% and West Nile antiviral -0.4%.
For CC1CC(O)(CC(O)(c2ccccc2)c2ccccc2)C(C)CN1C (stereo not given) the results were Salmonella PhoP GFP 13%, RSV CPE inhibition -0.1%, Large T inhibition -13% and West Nile antiviral -0.7%.
Screening COc1ccc(-c2ccc(/C=N/N3C(=O)C4C5C=CC(C6CC56)C4C3=O)o2)c([N+](=O)[O-])c1 (stereo not given) returned TNAP activators 1.1, ER stress rescue -1.1%, Salmonella PhoP GFP 4%, RSV CPE inhibition 0.1%, Large T inhibition 1%, West Nile antiviral -0.9%, PMI inhibition 42%, PMI inhibitors 20%, Ins promoter up -0.04 and Ins promoter up cell count 1406.
Screening O=C(c1ccc[nH]c1=S)N1CCN(S(=O)(=O)c2ccc(Br)cc2Cl)CC1 returned Salmonella PhoP GFP 1%, RSV CPE inhibition 0.1%, Large T inhibition 5% and West Nile antiviral -0.3%.
Screening O=C(N/N=C\c1cc(Br)cs1)c1ccncc1 returned Salmonella PhoP GFP 2%, RSV CPE inhibition 0.1%, Large T inhibition 8%, West Nile antiviral 0.3%, Ins promoter up 0.56 and Ins promoter up cell count 1184.
CCOC(=O)/C=C1\SCC(=O)N1CC(=O)NCCc1ccc(F)cc1 was read as TNAP activators 1.1, ER stress rescue -2.9%, Salmonella PhoP GFP -7%, RSV CPE inhibition 0.2%, Large T inhibition 2%, West Nile antiviral 1.1%, PMI inhibition 5%, PMI inhibitors 4%, Ins promoter up 0.77 and Ins promoter up cell count 1164.
Screening O=C(NC(C(=O)c1ccccc1)N1CCOCC1)c1cccs1 (stereo not given) returned TNAP activators 1.1, ER stress rescue -0.2%, Salmonella PhoP GFP 1%, RSV CPE inhibition 6.2%, Large T inhibition 15%, West Nile antiviral 0.2%, PMI inhibition -14%, PMI inhibitors -8%, Ins promoter up -0.31 and Ins promoter up cell count 1424.
For C/C(=N/NC(=O)CNC(=O)c1cccnc1)c1ccco1 the results were Salmonella PhoP GFP 4%, RSV CPE inhibition 0.1%, Large T inhibition 6%, West Nile antiviral 0.0%, Ins promoter up -0.05 and Ins promoter up cell count 1321.
Screening O=[N+]([O-])c1ccc(-c2csc(N/N=C/c3cccnc3)n2)cc1 returned TNAP activators 1, ER stress rescue 1.4%, Salmonella PhoP GFP -5%, RSV CPE inhibition 0.0%, Large T inhibition 4%, West Nile antiviral -0.4%, PMI inhibition -8%, PMI inhibitors -8%, Ins promoter up -0.08 and Ins promoter up cell count 1508.
For O=S(=O)(c1ccc(NC(=S)Nc2ccc3c(c2)OCO3)cc1)N1CCOCC1 the results were TNAP activators 1.1, ER stress rescue -0.9%, Salmonella PhoP GFP 34%, RSV CPE inhibition 2.8%, Large T inhibition 2%, West Nile antiviral -0.8%, PMI inhibition 52%*, PMI inhibitors 23%, Ins promoter up 0.2 and Ins promoter up cell count 1262.
CC(=O)c1ccc(OCC(O)CN2CCN(Cc3ccccc3)CC2)cc1 (stereo not given) was read as TNAP activators 1.1, ER stress rescue -1.6%, Salmonella PhoP GFP 12%, RSV CPE inhibition -0.7%, Large T inhibition 1%, West Nile antiviral -0.1%, PMI inhibition -20%, PMI inhibitors -11%, Ins promoter up -0.75 and Ins promoter up cell count 806.
For CC(C)OCCCNC(=O)C1CC(=O)N(C2CCCCCCC2)C1 (stereo not given) the results were TNAP activators 1.1, ER stress rescue 0.6%, Salmonella PhoP GFP -5%, RSV CPE inhibition 2.0%, Large T inhibition 6%, West Nile antiviral -0.1%, PMI inhibition -3%, PMI inhibitors -1%, Ins promoter up -0.3 and Ins promoter up cell count 1558.
`COc1cc2[nH]c(=O)n(CCC(=O)NCc3cccnc3)c(=O)c2cc1OC` gave TNAP activators 1, ER stress rescue 0.8%, Salmonella PhoP GFP -6%, RSV CPE inhibition 0.3%, Large T inhibition 14%, West Nile antiviral -0.4%, PMI inhibition 10%, PMI inhibitors 10%, Ins promoter up -0.09 and Ins promoter up cell count 1168.
Screening O=C(NCc1ccco1)c1cc(-c2ccc(F)cc2)on1 returned TNAP activators 1.1, ER stress rescue -2.9%, Salmonella PhoP GFP 15%, RSV CPE inhibition 0.1%, Large T inhibition -1%, West Nile antiviral 0.2%, PMI inhibition -4%, PMI inhibitors -6%, Ins promoter up -0.67 and Ins promoter up cell count 874.
Screening Cc1ccc(-n2ncc(C(=O)NC3CC3)c2C2CCN(C(=O)OC(C)(C)C)CC2)cc1 returned Salmonella PhoP GFP -9%, RSV CPE inhibition 2.1%, Large T inhibition 12% and West Nile antiviral 0.0%.
Screening COc1ccc(NC(=O)c2nc(C)n(-c3ccc([N+](=O)[O-])cc3)n2)cc1 returned TNAP activators 1.1, ER stress rescue -0.1%, Salmonella PhoP GFP -11%, RSV CPE inhibition 1.9%, Large T inhibition 2%, West Nile antiviral -1.1%, PMI inhibition -2%, PMI inhibitors -1%, Ins promoter up -0.04 and Ins promoter up cell count 1310.
CC1CCN(CCCNC(=O)C2CCCN(c3ncnc4c3nc3n4CCCCC3)C2)CC1 (stereo not given) was read as Salmonella PhoP GFP -6%, RSV CPE inhibition 2.4%, Large T inhibition 13% and West Nile antiviral 0.1%.
For CCc1ccc(OCC(=O)N/N=C(\C)c2ccccc2OC(F)F)cc1 the results were TNAP activators 1.1, ER stress rescue -8.0%, Salmonella PhoP GFP -37%, RSV CPE inhibition 0.4%, Large T inhibition 7%, West Nile antiviral -0.7%, PMI inhibition 20%, PMI inhibitors 19% and Ins promoter up inconclusive.
`COc1ccc(CCNC(=O)NC2CCCCC2)cc1` gave TNAP activators 1.1, ER stress rescue -3.2%, Salmonella PhoP GFP -1%, RSV CPE inhibition -0.1%, Large T inhibition 13%, West Nile antiviral 0.2%, PMI inhibition 0% and PMI inhibitors 8%.
CCCOC(=O)c1ccc(Oc2cn[nH]c2-c2ccc(O)cc2O)cc1 was read as Salmonella PhoP GFP 0%, RSV CPE inhibition 2.6%, Large T inhibition 11%, West Nile antiviral 0.3%, Ins promoter up 0.32 and Ins promoter up cell count 1349.
For O=C(CSc1n[nH]c(=O)n1Cc1ccccc1)Nc1ccc(F)c(F)c1F the results were Salmonella PhoP GFP -8%, RSV CPE inhibition 10%, Large T inhibition 5% and West Nile antiviral 0.1%.
CCCC(=O)NC(c1ccc(Cl)cc1)c1ccc2cccnc2c1O (stereo not given) was read as Salmonella PhoP GFP 33%, RSV CPE inhibition 3.8%, Large T inhibition 8% and West Nile antiviral inconclusive.
`CN(CC(=O)N1CCN(Cc2ccccc2)CC1)S(=O)(=O)c1cccc2nsnc12` gave TNAP activators 1.1, ER stress rescue -6.8%, Salmonella PhoP GFP -6%, RSV CPE inhibition 1.3%, Large T inhibition 6%, West Nile antiviral -0.3%, PMI inhibition -4%, PMI inhibitors 6%, Ins promoter up -0.12 and Ins promoter up cell count 1340.
O=C(Nc1ccc(NC(=O)c2ccco2)c(Cl)c1)c1ccccc1 was read as TNAP activators 1.1, ER stress rescue -1.7%, RSV CPE inhibition -0.1%, West Nile antiviral 0.6%, PMI inhibition -2%, PMI inhibitors 6%, Ins promoter up -0.78 and Ins promoter up cell count 1362.
`CCn1c(=NC(=O)c2ccc(S(=O)(=O)N(C)C)cc2)sc2cccc(OC)c21` gave TNAP activators 1.1, Salmonella PhoP GFP -8%, RSV CPE inhibition 7.8%, Large T inhibition 5%, West Nile antiviral -0.5%, PMI inhibition 0%, PMI inhibitors -6%, Ins promoter up -5.1 and Ins promoter up cell count 699.
`O=C(c1ccc(Cn2c(=S)[nH]c3ccc(N4CCOCC4)cc3c2=O)cc1)N1CCC(N2CCCCC2)CC1` gave TNAP activators 1.1, ER stress rescue -1.0%, Salmonella PhoP GFP -5%, RSV CPE inhibition -2.5%, Large T inhibition 8%, West Nile antiviral 0.3%, PMI inhibition 18%, PMI inhibitors -2%, Ins promoter up -0.15 and Ins promoter up cell count 1451.
For COc1ccccc1-n1cc(-c2ccc([N+](=O)[O-])cc2)[nH]c1=S the results were Salmonella PhoP GFP 1%, Large T inhibition 11%, West Nile antiviral 2.1%, Ins promoter up -0.41 and Ins promoter up cell count 1437.
Screening COC(=O)c1ccc(Cn2c(CN3CCOCC3)nc3ccccc3c2=O)o1 returned TNAP activators 1.1, ER stress rescue -5.7%, Salmonella PhoP GFP -5%, RSV CPE inhibition 17µM*, Large T inhibition 5%, West Nile antiviral 0.5%, PMI inhibition -14%, PMI inhibitors -6%, Ins promoter up -1.1 and Ins promoter up cell count 846.
For Cc1cccc(-n2c(SCC(=O)N3CCCC3)nnc2-c2ccccn2)c1C the results were TNAP activators 1.1, ER stress rescue -0.9%, Salmonella PhoP GFP -6%, RSV CPE inhibition 3.0%, Large T inhibition 5%, PMI inhibition 0%, PMI inhibitors -2%, Ins promoter up -1.2 and Ins promoter up cell count 1061.
`CC(=O)Nc1ccc(S(=O)(=O)Nc2ccc3c(c2)CCC3)cc1` gave Salmonella PhoP GFP 2%, RSV CPE inhibition 8.4%, Large T inhibition 4% and West Nile antiviral -0.3%.
Screening COCCN(C(=O)c1ccccc1F)c1c(N)n(Cc2ccccc2)c(=O)[nH]c1=O returned TNAP activators 1.1, ER stress rescue 25%, Salmonella PhoP GFP 9%, RSV CPE inhibition 2.6%, Large T inhibition -2%, West Nile antiviral -0.1%, PMI inhibition -5%, PMI inhibitors -8%, Ins promoter up 0.81 and Ins promoter up cell count 1291.

In the list so far, two contain a thiophene ring, fused or not:
Screening O=C(N/N=C\c1cc(Br)cs1)c1ccncc1 returned Salmonella PhoP GFP 2%, RSV CPE inhibition 0.1%, Large T inhibition 8%, West Nile antiviral 0.3%, Ins promoter up 0.56 and Ins promoter up cell count 1184.
Screening O=C(NC(C(=O)c1ccccc1)N1CCOCC1)c1cccs1 (stereo not given) returned TNAP activators 1.1, ER stress rescue -0.2%, Salmonella PhoP GFP 1%, RSV CPE inhibition 6.2%, Large T inhibition 15%, West Nile antiviral 0.2%, PMI inhibition -14%, PMI inhibitors -8%, Ins promoter up -0.31 and Ins promoter up cell count 1424.

Source: PubChem BioAssay (several laboratories)

The order is random; overall some 1.5% were active at least once.
